Screening results deposited in PubChem BioAssay by Broad Institute.
ARNT-TACC3 inh – disruptors of ARNT/TACC3 protein interaction, primary screen, biochemical, AlphaScreen, single concentration; Transforming acidic coiled-coil-containing protein 3 (Homo sapiens), Q9Y6A5; hit rate 0.66% among 390,000; AlphaScreen His-ARNT PAS-B/GST-TACC3 binding, luminescence; TACC3 fragment carries E629A point mutation; AID 623870, 2012; inhibition, % at 9.99 µM;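 active means mean inhibition of replicates at least 50% and at least half of replicates each reaching 50%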;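 further: 0% = complete ARNT plus TACC3 wells and 100% = ARNT alone without TACC3; many hits fall short of the cut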
LGR2 antag – inhibitors of bursicon-induced LGR2 CRE-luciferase signal, primary screen, cell-based, HEK293, CRE-luciferase reporter, bursicon stimulation. bursicon-stimulated, 4 h. inhibition, % at 9.99 µM. hit rate 0.35% among 380,000. AID 720647, 2013;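 active means drop in luminescence signal, shown as inhibition above about 50% in the replicate tests, limit read from the data, passing the limit was not always enough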;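 further: agonist challenge used bursicon conditioned medium at about half maximal strength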
PglD inh – C. jejuni PglD acetyltransferase inhibitors, primary screen, biochemical, DTNB colorimetric, single point; hit rate 0.098% among 360,000; inhibition, % at 12.5 µM; purified PglD enzyme, DTNB colorimetric CoA detection; AID 602405, 2012; in the data active means inhibition above about 16%, passing the limit was not always enough; further: strong numbers were not always called active
C2C12 statin – suppressors of statin myotoxicity in C2C12 myotubes, primary screen, cell-based, single point, plate reader | C2C12 myotubes + simvastatin, ATP luminescence, 48 h; scaled: DMSO 0, geranylgeraniol control 100 | rescue of ATP level, % at 7.49 µM | hit rate 0.78% among 330,000 | AID 602340, 2012;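 active means mean ATP rescue above about 67%, or every replicate alone reaching that limit, limit read from the data, passing the limit was not always enough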;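 further: myotubes were challenged with 10 µM simvastatin during compound exposure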
Cneo AK release – Cryptococcus neoformans cell lysis inducers, primary screen, AK release luminescence, single concentration; C. neoformans lysis, adenylate kinase release luminescence, 4 h; normalised: neutral wells 0, clomiphene wells 100; lysis activity, % at 15 µM; hit rate 0.2% among 360,000; AID 651654, 2012;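 active means mean lysis activity across replicates of at least 80%, whatever share of replicates individually reach that level; inactive means mean lysis activity below 80%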
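Material: C. neoformans cells | Amount: Yeast cell density of 5 × 10^6 cells/mL | Medium: Fresh YPD growth medium | Dosing: Single dose | Times: Static 4 h at 37 °C with compound, 1 h detection | Detection: AK luminescence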
GSIS activator – GLuc luminescence reporter in INS-1E cells, primary screen for activators of glucose-dependent secretion of insulin | hit rate 0.61% among 370,000 | AID 743287, 2014 | INS-1E GLuc reporter insulin secretion, 2-3 h | activation, % at 16.6 µM;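 active means lowest replicate activation of at least 40%, so every replicate reaches that level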;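 further: 0% = median of neutral control wells and 100% = median of IBMX positive control wells; some compounds called inactive have numbers as strong as hits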
PGC1a acetyl inh – inhibitors of PGC1a acetylation signal, primary screen, cell-based, U2OS, AlphaScreen, inhibitor mode. AID 651687, 2012. hit rate 0.17% among 350,000. AlphaScreen anti-acetyl-lysine; with virally co-expressed GCN5 acetyltransferase. inhibition, % at 15.6 µM;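 active means every replicate shows inhibition of at least 40%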;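 further: 0% = neutral control wells and 100% = positive control wells; some results beyond the cut were filed as inactive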
PAX8 inh HTS – inhibitors of PAX8-driven TPO luciferase reporter, primary screen, RMG-I cells, single concentration; SteadyGlo, 24 h; inhibition, % at 12.6 µM; hit rate 1.2% among 360,000; AID 652154, 2013;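 active means mean replicate inhibition at least 60% with every replicate also reaching 60%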;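 further: luciferase light reporting Pax8 driven TPO promoter activity; plate controls were median of neutral control wells for no effect and mitoxantrone controls for full effect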
Starred values were filed as active, the others as inactive; & = joins results of further samples; ! = repeats disagree.

How did Cc1ccc(S(=O)(=O)N(C)CC(=O)OCC(=O)N2CCCC2=O)cc1 do in these assays?
ARNT-TACC3 inh: -4; LGR2 antag: 0; GSIS activator: -3; PGC1a acetyl inh: 2; PAX8 inh HTS: 1

Results for CC(=O)N[C@@H]1CC[C@@H](CC(=O)NCC2CCCCC2)O[C@@H]1CO ?
ARNT-TACC3 inh: -9; LGR2 antag: -7; PglD inh: 1; C2C12 statin: -1; Cneo AK release: 60; GSIS activator: -10; PGC1a acetyl inh: 3; PAX8 inh HTS: -15

Results for COc1ccc(C(=O)OCC(=O)NC(Cc2ccccc2)C(C)=O)cc1S(=O)(=O)N1CCCC1 (stereo not drawn) ?
ARNT-TACC3 inh: 3; LGR2 antag: 0; PglD inh: 2; C2C12 statin: 17; Cneo AK release: -2; GSIS activator: 7; PGC1a acetyl inh: 8; PAX8 inh HTS: 1

Results for Cc1ccccc1CN1CCC(Oc2ccc(C(=O)NCc3ccccn3)cc2)CC1 ?
ARNT-TACC3 inh: 5; LGR2 antag: 3; PglD inh: 8; C2C12 statin: 1; Cneo AK release: 7; GSIS activator: 14; PGC1a acetyl inh: 6; PAX8 inh HTS: -12

What do the screens show for `CN1CCN(C(=O)CSc2nc(-c3ccco3)cc(C(F)(F)F)n2)CC1`?
ARNT-TACC3 inh: -8; LGR2 antag: -16; PglD inh: 0; C2C12 statin: -1; Cneo AK release: 1; GSIS activator: 10; PGC1a acetyl inh: 0; PAX8 inh HTS: 3

How did Cc1cc(C)n2nc(SCc3nnc(SCCCCl)o3)nc2n1 do in these assays?
ARNT-TACC3 inh: -5; LGR2 antag: 3; C2C12 statin: 5; GSIS activator: -3

What do the screens show for `N#C/C(=N\Nc1ccc(Cl)cc1)C(N)=S`?
ARNT-TACC3 inh: -1; LGR2 antag: 50; PglD inh: -5; C2C12 statin: -130; Cneo AK release: -4; GSIS activator: -47; PGC1a acetyl inh: -2; PAX8 inh HTS: 47

Results for COc1ccc(S(=O)(=O)NCCC(=O)NCc2ccccc2)cc1 ?
ARNT-TACC3 inh: 3; PglD inh: 8; C2C12 statin: 126*; Cneo AK release: 1; GSIS activator: -12; PGC1a acetyl inh: 1

What do the screens show for `CCC(C)Sc1cc(-c2nc3ccccn3c2NC2CCCCC2)ccc1OC` (stereo not drawn)?
ARNT-TACC3 inh: 14; LGR2 antag: 53*!; PglD inh: -10; C2C12 statin: -12; Cneo AK release: -1; GSIS activator: -18&-42; PGC1a acetyl inh: -4; PAX8 inh HTS: 34&15

How did COc1cc(/C=C2/SC(=S)N(CC(=O)Nc3nc4ccccc4s3)C2=O)cc(OC)c1OC do in these assays?
ARNT-TACC3 inh: 33; PglD inh: 0; C2C12 statin: -8; Cneo AK release: -2; PGC1a acetyl inh: 6

How did CCNC(=O)c1ccccc1NC(=O)C1CC(=O)N(C(C)C)C1 (stereo not drawn) do in these assays?
ARNT-TACC3 inh: -2; LGR2 antag: -2; PglD inh: 2; C2C12 statin: -10; Cneo AK release: 3; GSIS activator: -4; PGC1a acetyl inh: 13; PAX8 inh HTS: -11

How did O=C(CN1C(=O)NC(Cc2c[nH]c3ccccc23)C1=O)NCCc1ccc(F)cc1 (stereo not drawn) do in these assays?
ARNT-TACC3 inh: 4; LGR2 antag: 15; PglD inh: 7; C2C12 statin: -3; Cneo AK release: 3; GSIS activator: 3; PGC1a acetyl inh: -1; PAX8 inh HTS: 15

How did CCc1ccc(S(=O)(=O)ON2C(=O)c3ccccc3C2=O)cc1 do in these assays?
ARNT-TACC3 inh: -2; LGR2 antag: 20; PglD inh: 3; C2C12 statin: 10; Cneo AK release: 5; GSIS activator: 7; PGC1a acetyl inh: 3; PAX8 inh HTS: -5

What do the screens show for `CCOc1ccc(C(=O)Nc2ccc(N3CCN(C)CC3)cc2)cc1`?
ARNT-TACC3 inh: -7; LGR2 antag: -14; PglD inh: 4; C2C12 statin: -7; Cneo AK release: -2; GSIS activator: -13; PAX8 inh HTS: 17

Results for COc1cc(C)cc(OC)c1OCC(=O)Nc1cc(C)on1 ?
ARNT-TACC3 inh: -7; LGR2 antag: -1; PglD inh: 3; C2C12 statin: 2; Cneo AK release: 2; GSIS activator: 4; PGC1a acetyl inh: -6; PAX8 inh HTS: 4

Next section (4 carried over from the part before).
How did O=C(CN1C(=O)NC(Cc2c[nH]c3ccccc23)C1=O)NCCc1ccc(F)cc1 (stereo not drawn) do in these assays?
ARNT-TACC3 inh: 4; LGR2 antag: 15; PglD inh: 7; C2C12 statin: -3; Cneo AK release: 3; GSIS activator: 3; PGC1a acetyl inh: -1; PAX8 inh HTS: 15

How did CCc1ccc(S(=O)(=O)ON2C(=O)c3ccccc3C2=O)cc1 do in these assays?
ARNT-TACC3 inh: -2; LGR2 antag: 20; PglD inh: 3; C2C12 statin: 10; Cneo AK release: 5; GSIS activator: 7; PGC1a acetyl inh: 3; PAX8 inh HTS: -5

What do the screens show for `CCOc1ccc(C(=O)Nc2ccc(N3CCN(C)CC3)cc2)cc1`?
ARNT-TACC3 inh: -7; LGR2 antag: -14; PglD inh: 4; C2C12 statin: -7; Cneo AK release: -2; GSIS activator: -13; PAX8 inh HTS: 17

Results for COc1cc(C)cc(OC)c1OCC(=O)Nc1cc(C)on1 ?
ARNT-TACC3 inh: -7; LGR2 antag: -1; PglD inh: 3; C2C12 statin: 2; Cneo AK release: 2; GSIS activator: 4; PGC1a acetyl inh: -6; PAX8 inh HTS: 4

How did Cc1ccc(NC(=O)CN(C)C(=O)COC(=O)COc2ccc(C#N)cc2)cc1 do in these assays?
ARNT-TACC3 inh: -1; LGR2 antag: 3; PglD inh: 2; C2C12 statin: 1; Cneo AK release: -7; GSIS activator: 0; PAX8 inh HTS: 19

How did O=C(NCC(c1ccco1)N1CCCC1)c1cccc(S(=O)(=O)N2CCCCC2)c1 (stereo not drawn) do in these assays?
LGR2 antag: -9; PglD inh: 9; C2C12 statin: -5; Cneo AK release: 0; GSIS activator: 3; PGC1a acetyl inh: -9; PAX8 inh HTS: 27

What do the screens show for `CO[C@@H]1CN(C)C(=O)c2cc(NC(=O)C3CCOCC3)ccc2OC[C@@H](C)N(C)C[C@@H]1C`?
ARNT-TACC3 inh: -6; LGR2 antag: -2; PglD inh: 0; C2C12 statin: 8; Cneo AK release: -1; GSIS activator: 11; PAX8 inh HTS: 1

What do the screens show for `CC1CCc2nc(NCCO)nc(C(F)(F)F)c2C1` (stereo not drawn)?
ARNT-TACC3 inh: -16; PglD inh: 1; C2C12 statin: 4; Cneo AK release: 0

Results for Cc1noc(NS(=O)(=O)c2ccc(NC(=O)c3oc4ccc(F)cc4c3C)cc2)c1C ?
ARNT-TACC3 inh: 6; LGR2 antag: 0; PglD inh: -7; C2C12 statin: 4; Cneo AK release: -3; GSIS activator: 24; PGC1a acetyl inh: 5; PAX8 inh HTS: -14

What do the screens show for `C[C@@H]1CN([C@H](C)CO)C(=O)c2cccc(NC(=O)Nc3ccc(C(F)(F)F)cc3)c2O[C@H]1CN(C)Cc1ccc2c(c1)OCO2`?
ARNT-TACC3 inh: 5; LGR2 antag: 42; PglD inh: 0; C2C12 statin: -26; Cneo AK release: -3; GSIS activator: 6; PGC1a acetyl inh: 3

How did Cc1ccc(S(=O)(=O)NCC(=O)N(CC(=O)NC(C)(C)C)Cc2ccc3c(c2)OCO3)cc1 do in these assays?
ARNT-TACC3 inh: -5; LGR2 antag: 10; PglD inh: 1; C2C12 statin: -13; Cneo AK release: -2; GSIS activator: -2; PGC1a acetyl inh: -15; PAX8 inh HTS: 0

How did CCOC(=O)C1CCN(c2nc(C)nc3c2oc2ccccc23)CC1 do in these assays?
ARNT-TACC3 inh: -1; PglD inh: -3; C2C12 statin: 2; Cneo AK release: 6; PGC1a acetyl inh: -8

How did CC(C)c1ccc(NC(=O)NC2CC3CCC(C2)N3Cc2cccs2)cc1 (stereo not drawn) do in these assays?
ARNT-TACC3 inh: -3; LGR2 antag: -3; C2C12 statin: -6; GSIS activator: -19; PAX8 inh HTS: 6

What do the screens show for `Cc1ccc(NCC(=O)N/N=C/c2cccn2C)cc1`?
ARNT-TACC3 inh: -3; PglD inh: 0; C2C12 statin: -1; Cneo AK release: 3; PGC1a acetyl inh: 5; PAX8 inh HTS: 0

What do the screens show for `O=C(CCc1c[nH]c2ccccc12)NCCc1ccc2c(c1)OCCO2`?
ARNT-TACC3 inh: 0; LGR2 antag: 9; PglD inh: 0; C2C12 statin: 45; Cneo AK release: 5; GSIS activator: -6; PGC1a acetyl inh: 8; PAX8 inh HTS: -7

How did COc1ccc2ccccc2c1CNC(C)c1ccccc1 (stereo not drawn) do in these assays?
ARNT-TACC3 inh: -2; LGR2 antag: -6; PglD inh: -2; C2C12 statin: -2; Cneo AK release: 8; GSIS activator: -8; PGC1a acetyl inh: 11; PAX8 inh HTS: -16

Results for Cn1nc(C(=O)NCCc2ccc(S(N)(=O)=O)cc2)c2c1-c1ccccc1S(=O)(=O)C2 ?
ARNT-TACC3 inh: -2; LGR2 antag: -7; PglD inh: -3; C2C12 statin: 3; Cneo AK release: 1; GSIS activator: 16; PGC1a acetyl inh: -2; PAX8 inh HTS: 16

Results for CCC1CCCCN1CCCNC(=O)CSc1nc2nc(C)c(Cc3ccccc3)c(C)n2n1 (stereo not drawn) ?
ARNT-TACC3 inh: 0; LGR2 antag: 7; PglD inh: 1; C2C12 statin: 10; Cneo AK release: 2; GSIS activator: 8; PGC1a acetyl inh: 1; PAX8 inh HTS: 1

Results for C[C@H]1CCCCO[C@@H](CN(C)C(=O)c2ccccc2)[C@@H](C)CN([C@@H](C)CO)C(=O)c2cc(NS(C)(=O)=O)ccc2O1 ?
ARNT-TACC3 inh: -4; LGR2 antag: -7; PglD inh: -7; C2C12 statin: 11; Cneo AK release: -1; GSIS activator: 10; PGC1a acetyl inh: 7; PAX8 inh HTS: -1

How did CCc1nc2ccc(C(=O)N(CC)CCN(C)C)cn2c1N(C)Cc1ccc(OC)cc1 do in these assays?
LGR2 antag: -2; PglD inh: 4; C2C12 statin: 21; Cneo AK release: -1; GSIS activator: 4; PAX8 inh HTS: 4

What do the screens show for `COc1ccc(S(=O)(=O)Nc2cccc3c2O[C@@H](CN(C)CC2CC2)[C@@H](C)CN([C@@H](C)CO)C3=O)cc1`?
ARNT-TACC3 inh: 1&-9; LGR2 antag: -4&-3; PglD inh: 3&3; C2C12 statin: 16&-2; Cneo AK release: 7&0; GSIS activator: -2&-5; PGC1a acetyl inh: 14&13; PAX8 inh HTS: 0

Results for O=C(C[C@H]1C[C@@H]2c3cc(NS(=O)(=O)c4ccc(F)cc4)ccc3O[C@@H]2[C@H](CO)O1)NC1CCCCC1 ?
ARNT-TACC3 inh: -1; LGR2 antag: 4; PglD inh: 2; C2C12 statin: 5; Cneo AK release: -3; GSIS activator: -26; PGC1a acetyl inh: 1; PAX8 inh HTS: 7

How did COc1ccc(N(C(=O)C(C)C)S(=O)(=O)c2cccs2)cc1 do in these assays?
ARNT-TACC3 inh: -4; PglD inh: 7; C2C12 statin: 0; Cneo AK release: 3; PGC1a acetyl inh: -13

Rows were taken by chance. Share with any hit: about 2.9%.
